Compound activity from PubChem BioAssay.
Statin myotox sup: suppressors of simvastatin-induced myotoxicity in C2C12 myotubes; ATP luminescence, 48 h; scaled: DMSO 0, geranylgeraniol control 100; rescue of ATP level, % at 7.49 µM; 330,000 compounds, 0.78% hits; AID 602340;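 active means mean ATP rescue above about 67%, or every replicate alone reaching that limit, limit read from the data, passing the limit was not always enough; inconclusive means no clear call, values can overlap the other calls; inactive means mean under the limit and some replicate under it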;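 further: myotubes were challenged with 10 µM simvastatin during compound exposure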
SIRT5 block: sirtuin-5 (human) deacylase inhibition | Q9NXA8 | Purified SirT5, succinyl-peptide AMC, trypsin-coupled fluorescence | inhibition, % at 15 µM | 330,000 compounds, 1.1% hits | AID 652115; in the data active means inhibition above about 15%; inconclusive means no clear call, values can overlap the other calls
Target sequence (Q9NXA8 whole entry, looked up): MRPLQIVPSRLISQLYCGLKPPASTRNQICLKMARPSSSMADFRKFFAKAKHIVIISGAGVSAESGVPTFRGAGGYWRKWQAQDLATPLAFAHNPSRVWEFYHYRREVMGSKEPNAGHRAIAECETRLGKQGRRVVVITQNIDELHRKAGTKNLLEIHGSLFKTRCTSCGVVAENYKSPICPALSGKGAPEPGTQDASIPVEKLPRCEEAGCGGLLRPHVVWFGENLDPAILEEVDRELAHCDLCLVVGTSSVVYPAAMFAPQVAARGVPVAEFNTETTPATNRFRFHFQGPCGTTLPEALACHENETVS
miR-122 sensor: inhibitors of miR-122 in Huh7 cells | Huh7 miR-122 Renilla luciferase sensor, 48 h; neutral wells = 0, positive control = 100 | activation (reporter increase), % at 12.5 µM | 340,000 compounds, 0.3% hits | AID 602342;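 active means mean replicate activation score at least 90 and every replicate individually at or above 90; inconclusive means only one of the two criteria met; inactive means neither criterion met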;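 further: higher luciferase means less miR-122 activity so hits act as miR-122 inhibitors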
esBAF inh: SWI/SNF esBAF complex inhibition; 350,000 compounds, 2% hits; reporter increase, % at 12.5 µM; mouse ES cells, Bmi1-luciferase knock-in reporter, 24 h; 100% = twice the neutral-well signal; in the data active means activation above about 40%; inconclusive means no clear call, values can overlap the other calls;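 further: 0% = median of the plate's neutral control wells and 100% = double that signal; a rise in the Bmi1 reporter signal indicates esBAF inhibition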
ARNT-TACC3 inh: disrupts binding between human ARNT and TACC3 | Q9Y6A5 | AlphaScreen His-ARNT PAS-B/GST-TACC3 binding, luminescence; TACC3 fragment carries E629A point mutation | inhibition, % at 9.99 µM | 390,000 compounds, 0.66% hits | AID 623870;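 active means mean inhibition of replicates at least 50% and at least half of replicates each reaching 50%; inconclusive means half or more replicates reach 50% but mean below 50%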;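 further: 0% = complete ARNT plus TACC3 wells and 100% = ARNT alone without TACC3; many hits fall short of the cut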
ERp5 block: inhibitors of human ERp5. ERp5 insulin aggregation, absorbance 650 nm, 90 min. Q15084. 350,000 compounds, 0.05% hits. inhibition, % at 9.99 µM;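 active means mean replicate inhibition above about 25%, with every replicate also reaching it, limit read from the data, passing the limit was not always enough; inconclusive means only one of those two criteria met; inactive means neither criterion met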
Target sequence (Q15084 whole entry, looked up): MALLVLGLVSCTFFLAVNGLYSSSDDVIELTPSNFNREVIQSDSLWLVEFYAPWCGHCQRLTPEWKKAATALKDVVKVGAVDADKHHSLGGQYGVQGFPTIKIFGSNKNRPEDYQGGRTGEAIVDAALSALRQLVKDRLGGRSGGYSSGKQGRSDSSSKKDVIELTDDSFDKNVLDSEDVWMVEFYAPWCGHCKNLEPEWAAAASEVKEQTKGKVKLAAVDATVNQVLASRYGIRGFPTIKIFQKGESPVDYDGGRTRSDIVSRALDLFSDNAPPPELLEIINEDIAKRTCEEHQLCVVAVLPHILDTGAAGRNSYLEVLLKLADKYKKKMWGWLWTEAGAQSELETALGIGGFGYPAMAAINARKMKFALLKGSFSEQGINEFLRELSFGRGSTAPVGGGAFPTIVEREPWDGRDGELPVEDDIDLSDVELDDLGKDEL
Cneo AK release: causes C. neoformans cell lysis; adenylate kinase release luminescence, 4 h; normalised: neutral wells 0, clomiphene wells 100; lysis activity, % at 15 µM; 360,000 compounds, 0.2% hits; AID 651654;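 active means mean lysis activity across replicates of at least 80%, whatever share of replicates individually reach that level; inactive means mean lysis activity below 80%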
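Material – log-phase Cryptococcus neoformans yeast cells · Input – 5 × 10^6 yeast cells/mL · Medium – fresh YPD growth medium · Doses – single compound concentration per well · Timing – static 4 h at 37 °C with compound, 1 h detection · Detection – adenylate kinase release luminescence · Read-out – signal increase indicating cell lysis · Control set – Clomiphene as positive lysis control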
An asterisk follows results filed as active; ? = inconclusive; . = not tested or not shown; [ ] = another dose, or the depositor's remark.

SMILES	Statin myotox sup	SIRT5 block	miR-122 sensor	esBAF inh	ARNT-TACC3 inh	ERp5 block	Cneo AK release
Oc1ccc(C[C@H]2CN([C@@H](Cc3cccc(O)c3)CN3CCC[C@@H]3CN3C(=S)NC[C@@H]3Cc3ccccc3)C(=S)N2CC2CCCCC2)cc1	-3	-7	-6	-1	.	5	-1
O=C(Nc1ccccc1-c1ccccc1)c1ccco1	3	.	-3	-4	0	.	-1
CCCc1nnc(NC(=O)CCC(=O)N2CCN(Cc3ccc(F)cc3)CC2)s1	4	-2	-6	4	-3	-1	-1
COc1ccc(/C=N/NC(=O)c2ccc(-n3cnnn3)cc2)cc1	-18	-4	-4	10	0	2	2
Cc1ccc(-c2ccc3c(c2)O[C@@H](CN(C)Cc2cccc(C(=O)O)c2)[C@H](C)CN([C@H](C)CO)S3(=O)=O)cc1	6	2	8[16.7 µM]	1	7	1	0
O=C(NCc1ccccc1)[C@@]1(Cc2ccccc2)COC(c2ccc(OCCCO)cc2)=N1	.	2	.	.	-5	1	-5
COCCN1Cc2cccc(C(=O)Nc3cccc(C)c3C)c2C1=O	-14	.	0	9	2	.	-2
O=[N+]([O-])c1nn(-c2ccc(Cl)cc2)n(O)c1=NCc1cccnc1	.	3	-4	.	-6	-5	1
COc1ccc2c(c1)[nH]c1c(=O)n(CCc3cnc[nH]3)cnc12	6	.	2	5	6	.	0
C[C@@H]1CN([C@@H](C)CO)C(=O)c2ccccc2-c2ccccc2CO[C@H]1CN(C)C(=O)N[C@H](C)c1ccccc1	.	-1	.	4	-1	-8	-2
COc1ccc(OC)c(N(CC(=O)N2CCCC2)S(=O)(=O)c2ccc(C)cc2)c1	6	-2	.	1	9	7	8
C[C@@H]1CN([C@@H](C)CO)C(=O)c2cccc(NC(=O)C3CCOCC3)c2O[C@@H]1CN(C)Cc1ccc(C(=O)O)cc1	-2	-2	1[16.7 µM]	6	-5	17	5
O=C(CN1CCCCCC1)Nc1ccc(F)c(F)c1F	-5	.	-9	9	-6	.	0
Cc1cc(NC(=O)CCC(=O)N(Cc2ccco2)C(C(=O)NC2CCCCC2)c2ccccc2)no1 (stereo not drawn)	4	.	.	-4	-3	.	1
CC(C)CCNC(=O)C(C)N(C(=O)Cn1nnc(-c2ccc(F)cc2)n1)C1CCCC1 (stereo not drawn)	4	0	0	14	-1	5	.

Filtered by structure, those above with a halogen.
SMILES	Statin myotox sup	SIRT5 block	miR-122 sensor	esBAF inh	ARNT-TACC3 inh	ERp5 block	Cneo AK release
CCCc1nnc(NC(=O)CCC(=O)N2CCN(Cc3ccc(F)cc3)CC2)s1	4	-2	-6	4	-3	-1	-1
O=[N+]([O-])c1nn(-c2ccc(Cl)cc2)n(O)c1=NCc1cccnc1	.	3	-4	.	-6	-5	1
O=C(CN1CCCCCC1)Nc1ccc(F)c(F)c1F	-5	.	-9	9	-6	.	0
CC(C)CCNC(=O)C(C)N(C(=O)Cn1nnc(-c2ccc(F)cc2)n1)C1CCCC1 (stereo not drawn)	4	0	0	14	-1	5	.

Other records:
SMILES	Statin myotox sup	SIRT5 block	miR-122 sensor	esBAF inh	ARNT-TACC3 inh	ERp5 block	Cneo AK release
CC(=O)N1c2ccc(S(=O)(=O)N3CCCC(C(=O)Nc4cc(C)cc(C)c4)C3)cc2CC1C (stereo not drawn)	5	.	1	-5	-3	2	2
Cc1ccc2cc(CN(CCCN3CCOCC3)C(c3nnnn3Cc3ccco3)C(C)C)c(=O)[nH]c2c1C (stereo not drawn)	9	.	-5	5	3	.	0
CC(C)(C)OC(=O)N/N=C/c1ccc(N2CCOCC2)s1	.	2	.	.	-5	10	.
CC(C)COCC(CN(Cc1ccccc1)c1ccccc1)N1CCCC1 (stereo not drawn)	-2	-7	8	-6	13	-4	1
CC(=O)N1CCCCN2[C@H](C1)[C@H](c1ccc(-c3ccncc3)cc1)[C@@H]2CO	-8	3	0[16.7 µM]	3	-6	1	-5
CC(=O)NC(=S)Nc1cccc(S(=O)(=O)NC2=NCCC2)c1	2	.	-3	5	-2	.	1
CC(=O)c1cccc(NC(=O)c2cccc(NC(=O)c3ccco3)c2)c1	-17	-1	-1	4	-23	5	0
CC(C)NC(=O)N(C)C[C@H]1Oc2ncc(-c3ccc(C(=O)N(C)C)cc3)cc2C(=O)N([C@H](C)CO)C[C@@H]1C	1	-1	-6[16.7 µM]	-3	-11	1	-7
CN(C)C(=S)c1ccccc1	.	.	-7	.	-5	1	-2
O=C(COc1ccc2ccc(=O)oc2c1)N1CCN(C(=O)C2COc3ccccc3O2)CC1 (stereo not drawn)	5	-3	.	1	4	-1	5
Cc1nc(C(F)(F)F)nc(Nc2ccc(Br)cc2)c1C#N	7	.	20	-13	0	.	0
O=c1[nH]c2ccccc2n1CCCSc1cnc2ccccc2n1	37	.	-3	2	0	.	.
O=C(CN1c2cccc3cccc(c23)S1(=O)=O)NC1CCCCC1	-6	-2	-8	2	-2	2	-1
CC(=O)c1cccc(NC(=O)c2nccnc2C(=O)O)c1	.	.	-2	2	-4	.	-1
CCOC(=O)c1ccc(-n2cnc(-c3ccc([N+](=O)[O-])cc3)c2)cc1	-4	.	7	20	.	9	-1

Single records, as listed above. Values in the order: Statin myotox sup, SIRT5 block, miR-122 sensor, esBAF inh, ARNT-TACC3 inh, ERp5 block, Cneo AK release
CC(=O)N1CCCCN2[C@H](C1)[C@H](c1ccc(-c3ccncc3)cc1)[C@@H]2CO as listed: -8, 3, 0[16.7 µM], 3, -6, 1, -5
CC(C)(C)OC(=O)N/N=C/c1ccc(N2CCOCC2)s1 as listed: ., 2, ., ., -5, 10, .

(cont.)
SMILES	Statin myotox sup	SIRT5 block	miR-122 sensor	esBAF inh	ARNT-TACC3 inh	ERp5 block	Cneo AK release
Cc1c(Cl)cccc1NC(=O)CCC(=O)c1cccs1	8	-2	-10	0	2	23	1
Cc1noc(C)c1S(=O)(=O)N(C)C[C@H]1Oc2ccc(NS(=O)(=O)c3cn(C)cn3)cc2CC(=O)N([C@@H](C)CO)C[C@H]1C	7	.	-2[16.7 µM]	-1	-1	-2	-1
CCCCNc1ncnc2c1cnn2-c1ccc(C)cc1C	-13	.	11	8	-12	-2	-1
CC(C)C(=O)Nc1nnc(S(=O)(=O)N2CCCCCC2)s1	3	-1	1	-10	3	5	-4
O=C1c2ccccc2S(=O)(=O)N1CC1CC(c2ccccc2)=NO1 (stereo not drawn)	2	.	5	?	-2	.	15
COc1ccc(NC(=O)C[C@H]2C(=O)N(c3ccccc3)C[C@@H]2CSC)cc1	-1	-5	-1	1	.	15	2
O=C(Cc1ccccc1)N[C@@H]1c2ccccc2CC[C@@H]1OCc1ccccc1	8	-8	-1	-5	-1	3	9
Cc1cccc(C)c1OCC(O)CNC(C)c1ccccc1 (stereo not drawn)	12	-2	.	-6	-26	-1	-1
O=C(C[C@H]1CC[C@@H]2[C@H](COC[C@H](O)CN2Cc2cccc(F)c2)O1)NCC1CCCCC1	9	-12	-9[16.7 µM]	-1	-1	-2	-1
O=C(O)c1cccc(CSc2ncccn2)c1	-6	.	-4	-2	-7	-2	-2
C/C(=N\NC(=O)c1ccc(NS(=O)(=O)c2cccs2)cc1)c1ccc2c(c1)OCO2	.	0	.	.	-8	-1	.
COCC1CCN(C(=O)c2ccc3oc(Cc4ccccc4)nc3c2)C1 (stereo not drawn)	1	0	3	23	.	2	-2
CN1CCN(C(=O)C[C@H]2CC[C@@H]3[C@H](COC[C@H](O)CN3C(=O)c3ccc(F)cc3)O2)CC1	0	-1	2[16.7 µM]	-1	-1	1	0
CCN(CC)C(=O)Cn1cc(S(=O)(=O)CC(=O)N2CC(C)OC(C)C2)c2ccccc21 (stereo not drawn)	.	0	-5	.	-4	-1	0
CN(C)C(=O)NC1C=CS(=O)(=O)C1 (stereo not drawn)	.	.	-17	.	8	.	0
CCOC(=O)c1ccc(S(=O)(=O)N2CCC(C(=O)NCC3COc4ccccc4O3)CC2)cc1 (stereo not drawn)	-3	.	-2	-5	.	-1	-1
CCc1ccccc1NC(=O)COc1ccc2c(c1)OCO2	.	4	.	.	-4	-3	-2
Cc1nc2ccc([N+](=O)[O-])cc2c(=O)n1Cc1ccc(Cl)cc1	0	-1	1	1	9	3	0
COc1ccccc1NC(=O)CSc1nnc(COc2ccccc2OC)n1C	.	0	.	.	-5	2	.
CN(CCc1ccccc1)C(=O)c1ccc(NC(=O)Cc2ccc(NC(=O)C3CCCN(C(=O)C4CC4)C3)cc2)cc1 (stereo not drawn)	-5	-3	.	6	-3	7	-2
CC1(C)C(=O)OC(C(=O)c2ccccc2)C(C)(C)C1=O (stereo not drawn)	2	.	8	-6	-2	.	-1
Cc1ccc(N2C(=O)C(CC(=O)Nc3cccc(F)c3)N(C3CC3)C2=O)cc1 (stereo not drawn)	6	8	11	13	-1	-5	1
N/C(=N\OC(=O)CC1CCCCC1)c1cccc([N+](=O)[O-])c1	-4	.	9	16	-19	.	.
FC(F)(F)COc1nc(N2CCCCC2)nc(N2CCNCC2)n1	-7	.	-11	0	0	.	-2
O=C(N/N=C\c1ccccn1)c1cccc(C(=O)N/N=C\c2ccccn2)n1	.	-6	.	.	7	4	.
Cc1ccc(C2(c3noc(CN(C)CC4COCCO4)n3)CCCC2)cc1 (stereo not drawn)	.	-2	.	.	-2	?	.
CCOc1ccc(NC(=O)CN2CCC(n3cnc4cc(F)ccc43)CC2)cc1	.	1	2	.	.	-2	.
O=C(CSc1nnc2nnc3ccccc3n12)N1CCOCC1	6	-1	.	-4	-5	5	1
COCCn1c(SCc2nc3sc(C(=O)OC)c(C)c3c(=O)[nH]2)nc2ccccc21	5	.	-9	4	-10	.	-2
COc1ccc(C2=NOC(C(=O)Nc3ccc(C)cc3)C2)cc1OC (stereo not drawn)	9	.	4	-3	-3	.	1
COCCCN1C(=O)C(CC(=O)NC2CCCCC2)CC(C(=O)N(C(C)C)C(C)C)=C1C (stereo not drawn)	-10	-7	-2	-6	.	0	-1
Cn1cc(CCNC(=O)CCc2nnc(CCCCc3ccccc3)o2)cn1	.	0	.	.	5	-6	.
CCC(COC(=O)Nc1cccc(C)c1)NC(=O)OCC(C)C (stereo not drawn)	23	.	4	31	-2	.	0
CCOc1ccc(NS(=O)(=O)c2ccc3ncsc3c2)cc1	.	-1	.	.	-4	1	.
O=C(Nc1cccc(F)c1)N1CCCCN2[C@H](CO)[C@@H](c3ccc(C#CC4CC4)cc3)[C@H]2C1	.	-1	-12[16.7 µM]	.	7	6	2
CCCCOc1ccc(C(=O)N2CCCC2)cc1	-7	0	-3	23	6	3	-2
CCCCn1c(N)c(N(C)C(=O)c2cccc(-n3cnnn3)c2)c(=O)[nH]c1=O	-8	-1	-4	-1	-7	-2	0
N#CCCSC(=S)C1CCCC1=N (stereo not drawn)	7	6	3	1	.	5	2
COCCNC(=O)c1onc(CSc2ccccc2)c1C(=O)NCCOC	1	-2	.	11	-4	-6	14
CCCCNS(=O)(=O)c1ccc2nc(SCC(=O)Nc3ccccc3)[nH]c2c1	.	3	.	.	-9	0	.
CC1=C(C(=O)N(C(C)C)C(C)C)CC(CC(=O)NCCc2ccccn2)C(=O)N1Cc1ccccc1 (stereo not drawn)	-11	-3	-1	-3	.	1	1
Cc1ccc(NC(=O)CCc2ccc(C)o2)c(C)c1	.	-1	.	.	-5	6	.
CCCC#Cc1ccc([C@H]2[C@H]3CN(CC4CCOCC4)CCCCN3[C@H]2CO)cc1	-4	1	8[16.7 µM]	-1	5	-1	-4
CSCCCNC(=S)N1CCN(S(=O)(=O)c2cccc(C(F)(F)F)c2)CC1	.	-2	6	.	0	-1	0
C[C@@H]1CN([C@@H](C)CO)C(=O)c2cccc(NS(=O)(=O)c3cn(C)cn3)c2O[C@H]1CN(C)S(=O)(=O)c1cn(C)cn1	-23	-6	0[16.7 µM]	1	-12	3	1
O=C(O)c1cc2c(ccc3ccccc32)[nH]1	5	.	8	-13	-5	.	-2
COc1ccc(OC)c(S(=O)(=O)Nc2cccc3ccccc23)c1	.	-2	64	.	.	7	2
